Assay outcomes: PubChem BioAssay, Southern Research Specialized Biocontainment Screening Center
tuberculosis growth: growth inhibition of non-replicating M. tuberculosis (AID 488890) | actives 0.39% (n = 320,000) | one-dose inhibition, % at 25 µM; IC50 in µM for titrated hits | Mycobacterium tuberculosis non-replicating, growth inhibition; higher % means a stronger effect; in the data active = a potency from the dose series; inconclusive = inhibition mostly from about 82% at the one dose, without a potency; inactive = the rest, 99 in 100 with inhibition below about 76%;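 note: plate controls were DMSO cells for no effect and high antibiotic wells for full effect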
influenza NS1A: H1N1 influenza NS1A inhibitors, functional cell based assay (AID 504329); actives 0.3% (n = 340,000); NS1A functional cell-based assay, percent inhibition; higher % means a stronger effect; inhibition, % at 12.5 µM, or IC50 in µM where a hit was titrated; in the data active = a potency from the dose series; inconclusive = inhibition above about 27% without an active follow-up result; note: strong numbers were not always called active
PhoP GFP inhibition: Inhibition of PhoP regulon, Salmonella typhi GFP reporter cells, confirmation, 4 h (AID 1850); Salmonella Typhi PhoP-promoter GFP reporter, fluorescence, 4 h; higher % means a stronger effect; inhibition, % at 50 µM; hits with a dose series show IC50 in µM; actives 0.33% (n = 310,000); in the data active = a potency from the dose series; inconclusive = inhibition mostly from about 25% at the one dose, without a potency; inactive = the rest, 99 in 100 with inhibition below about 19%;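 note: 0% = induced wells with vehicle and 100% = uninduced wells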
inhibitors of VEEV: inhibitors of VEEV TC-83 cytopathic effect, confirmation, Vero cells (AID 588727); Vero cells, VEEV TC-83 cytopathic effect inhibition; higher % means a stronger effect; inhibition, % at 20 µM; hits with a dose series show IC50 in µM; actives 0.13% (n = 350,000); in the data active = a potency from the dose series; inconclusive = inhibition mostly from about 14% at the one dose, without a potency; inactive = the rest, 99 in 100 with inhibition below about 12%; note: strong numbers were not always called active
H37Rv inhibition: M. tuberculosis growth inhibition, HTS (AID 449762). one-dose inhibition, % at 25 µM; IC50 in µM for titrated hits. M. tuberculosis H37Rv growth inhibition, 7H9 media; higher % means a stronger effect. actives 0.59% (n = 330,000); in the data active = a potency from the dose series; inconclusive = inhibition above about 70% without an active follow-up result;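 note: bacterial growth assessed after seven days of incubation; strong numbers were not always called active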
inhibitors of VEEV 10K pilot screen: recorded beside inhibitors of VEEV, whose call it bears; inhibition, %; measured here: 10K pilot screen inhibition
* marks the source's active call; other numbers are inactive results; i = inactive; ? = inconclusive; nt = not tested or not shown; & = joins results of further samples.

SMILES	tuberculosis growth	influenza NS1A	PhoP GFP inhibition	inhibitors of VEEV	H37Rv inhibition	others
CCOc1ccc(C(=O)/C=C/Nc2ccc(S(=O)(=O)N=C(N)N)cc2)cc1	20%	-4%	-10%	i	2%
Cc1cccc(N(CC(=O)Nc2ccc(-c3nc4ccc(C)cc4s3)cc2)S(C)(=O)=O)c1	0%	9%	-3%	2.4%	1%
COc1ccc(C(=NNc2ccccc2C(=O)O)c2ccc(OC)cc2)cc1	46%	-4%	-3%	6.0%	13%
CCc1cc(C(=O)Nc2nnc(C3CC3)s2)sc1C	24%	1%	nt	9.2%	-3%
CN(C)c1ccc(C=NCCC2(c3ccccc3)CCOC(C)(C)C2)cc1 (centres undefined)	19%	11%	-5%	7.8%	-10%
Cc1ccc(NC(=O)CN(C)C(=O)COC(=O)CNS(=O)(=O)c2ccc(Br)cc2Cl)cc1	2%	-9%	-4%	3.3%	23%
COc1ccc(/C=N/NC(=O)CCc2c(C)n[nH]c2C)cc1OC	-19%	-3%	3%	5.8%	-1%
O=C(NC1(C(F)(F)F)NC(=O)N(Cc2ccco2)C1=O)c1cccnc1 (centres undefined)	2%	-1%	-2%	i	-4%
O=C(CN1CCCCC1)Nc1cccc([N+](=O)[O-])c1	-6%	8%	4%	4.4%	0%	inhibitors of VEEV 10K pilot screen=0.0
CCOc1ccc(C(CCc2ccccc2)NC(=O)c2ccc(OC)c(OC)c2)cc1OCC (centres undefined)	11%	27%	0%	0.8%	2%
CS/C(N)=N/N=C/c1cc(Br)cc(Br)c1O	?	11%	11%	i	6%
COc1ccc(S(=O)(=O)N2CCOCC2)cc1NC(=O)c1ccc(OCC(C)C)c(OC)c1	21%	-5%	nt	9.5%	-5%
C/C(Cc1ccccc1)=N\NC(=O)CNC(=O)c1ccccc1	-7%	-6%	-9%	0.7%	8%
O=C(O)c1nnn(-c2cc(C(F)(F)F)cc(C(F)(F)F)c2)c1-c1ccccc1	3%	1%	-24%	5.8%	10%
CN1CCN(CC(=O)Nc2ccc(OCc3ccccc3)cc2)CC1	1%	nt	5%	nt	3%
O=C(c1ccco1)N1CCN(C(=O)N2CCCC2)CC1	-2%	12%	-13%	0.4%	-7%
O=C(C1CCCN(S(=O)(=O)c2ccccc2)C1)N1CCCCCC1 (centres undefined)	2%	-2%	0%	i	-1%
CCN(CC)Cc1cc2ccccc2c2c1COC2	8%	-5%	1%	1.2%	-6%
COc1ccc(C(NCC(=O)NC(C)c2ccc(Cl)cc2)c2ccccc2)cc1 (centres undefined)	4%	-1%	-3%	1.8%	16%
CC1CCCCN1C(=O)COC(=O)c1ccc2ccccc2n1 (centres undefined)	77%	-12%	nt	1.3%	18%
CN(C)c1ccc(N=Nc2ccccc2C(=O)OCC(=O)Nc2ccccc2C(F)(F)F)cc1	nt	28%	nt	0.9%	nt
CCN1Cc2cc(OC)ccc2-c2ccccc2S1(=O)=O	nt	-10%	nt	i	nt
O=S(=O)(Nc1ccc2ccccc2n1)c1ccc2c(c1)CCO2	-5%	-2%	9%	0.5%	0%
CC1=NN(c2ccccc2)C(=O)/C1=C/c1cccc(C)c1	-6%	-1%	-1%	i	4%

Next part; it opens with the 7 that closed the last part.
SMILES	tuberculosis growth	influenza NS1A	PhoP GFP inhibition	inhibitors of VEEV	H37Rv inhibition	others
CCN(CC)Cc1cc2ccccc2c2c1COC2	8%	-5%	1%	1.2%	-6%
COc1ccc(C(NCC(=O)NC(C)c2ccc(Cl)cc2)c2ccccc2)cc1 (centres undefined)	4%	-1%	-3%	1.8%	16%
CC1CCCCN1C(=O)COC(=O)c1ccc2ccccc2n1 (centres undefined)	77%	-12%	nt	1.3%	18%
CN(C)c1ccc(N=Nc2ccccc2C(=O)OCC(=O)Nc2ccccc2C(F)(F)F)cc1	nt	28%	nt	0.9%	nt
CCN1Cc2cc(OC)ccc2-c2ccccc2S1(=O)=O	nt	-10%	nt	i	nt
O=S(=O)(Nc1ccc2ccccc2n1)c1ccc2c(c1)CCO2	-5%	-2%	9%	0.5%	0%
CC1=NN(c2ccccc2)C(=O)/C1=C/c1cccc(C)c1	-6%	-1%	-1%	i	4%
CCN(CC#CCC1(O)c2ccccc2-c2ccccc21)C(C)C	4%	-10%	7%	1.6%	3%
Cc1cccc(NC(=O)c2cccc(C(F)(F)F)c2)c1	75%	-1%	1%	0.6%	17%
N/N=C1\CCCc2nonc21	-7%	-8%	10%	0.5%	0%
COc1ccc(CCN(Cc2cc3cc(C)ccc3[nH]c2=O)C(=O)N2CCCC2)cc1OC	6%	9%	2%	8.1%	-5%	inhibitors of VEEV 10K pilot screen=7.0
NC(=O)/C(=C\c1ccccc1)NC(=O)c1ccc(NC(=O)c2ccccc2)cc1	10%	4%	3%	1.0%	3%
COC(=O)[C@H](CC(C)C)NC(=O)Nc1ccc(F)cc1	-18%	-3%	7%	2.8%	-12%
COC(CN(C(=O)CCl)C(C(=O)NC1CCCCC1)c1ccccc1C)OC (centres undefined)	?	-12%	-5%	?	-5%
COc1cccc(CC(=O)Nc2ccc3c(c2)OC2(CCCC2)O3)c1	71%	-9%	nt	1.5%	-1%
COc1ccccc1CN1C[C@@H]2C[C@@H](c3ccc(C)cc3)N3CCC[C@@]23C1=O	71%	1%	2%	2.8%	-8%
Cc1nn(CC(=O)NCCN2CCOCC2)c(=O)c2cc3sccc3n12	4%	-1%	9%	1.7%	8%
Cc1ccc(S(=O)(=O)NCCSc2nnc(N)s2)cc1	1%	2%	8%	0.5%	-6%
COC(=O)CCCC(NC(=S)N1CC2C[C@@H](C1)Cn1c2cccc1=O)C(=O)OC (some centres undefined)	-2%	-7%	4%	0.6%	1%
CN(Cc1cccnc1)C(=O)CNC(=O)c1ccc(Cl)cc1Cl	11%	-2%	3%	2.1%	2%
C=CCn1c(O)c(C(C)=NCc2ccc3c(c2)OCO3)c(=O)[nH]c1=O	4%	3%	6%	0.6%	-1%
COc1cc(C(=O)Nc2ccc(C)cn2)c([N+](=O)[O-])cc1OC	2%	7%	-16%	0.1%	8%
Cc1cc(C)[n+]2n1C(=O)C(c1ccccc1)=C2[O-]	-3%&-3%	-9%&2%	9%&0%	1.3%&1.6%	1%&-6%
C[C@]12CCC3C(CC[C@H]4C[C@H](O)CC[C@]34C)C1C[C@H](O)[C@@H]2O (some centres undefined)	-3%	1%	nt	1.1%	0%
COCCNC(=O)C(c1ccco1)N(C(=O)Cn1nnc2ccccc21)c1ccccc1C (centres undefined)	1%	6%	1%	0.2%	-11%
Cc1n[nH]c(=O)c2c(NC(=O)CSc3nc4ccccc4c(=O)n3C(C)C)oc(C)c12	-2%	20%	-4%	i	6%
O=c1c(Cc2ccc(F)cc2)c(O)ccn1Cc1ccc(F)cc1	5%	1%	2%	0.1%	-4%
COc1ccc(-c2csc(NC(=O)CSc3ncn[nH]3)n2)cc1OC	-1%	-1%	-1%	3.8%	4%
O=C(NCCS(=O)(=O)N1CCN(c2cccc(Cl)c2)CC1)c1ccc2c(c1)OCO2	12%	-13%	4%	1.7%	14%
O=C(CN(Cc1ccccc1)C(=O)CNS(=O)(=O)c1ccc(F)cc1)NCC1CCCO1 (centres undefined)	-2%	-8%	6%	1.1%	-5%
Cc1cccc(C(=O)NC(=S)Nc2cccc3nc(C)ccc23)c1	58%	-5%	-13%	9.2%	23%
CC(C)(CO)CNC(=O)CC1C(=O)NCCN1CC(c1ccccc1)c1ccccc1 (centres undefined)	13%	0%	-9%	0.6%	5%
COc1ccc(/C=C(\NC(=O)c2ccccc2)C(=O)NCCN2CCOCC2)cc1OC	3%	7%	-2%	0.2%	-1%
CCOc1ccc(NC(=O)Cn2nnc(C(=O)NCc3ccc4c(c3)OCO4)c2N)cc1	-14%	-2%	1%	0.9%	-1%
CC(C)NC(=O)CSc1nc2[nH]ncc2c(=O)[nH]1	8%	-11%	-7%	i	-12%
COc1cccc(CC(=O)OCC(=O)N(C)CC(=O)Nc2ccc(F)cc2)c1	-2%	11%	-6%	0.8%	6%
O=C(c1ccc(NS(=O)(=O)c2ccccc2)cc1)N1CCOCC1	-4%	-10%	-11%	i	3%
CCCCCNC(=O)c1ccc2c(=O)n(CC3CCCO3)c(=S)[nH]c2c1 (centres undefined)	4%	-5%	10%	1.3%	-7%
O=C(CSCCO)Nc1ccccc1	-12%	-9%	2%	1.1%	-12%
Cc1cc(C(=O)Nc2ccc(S(=O)(=O)Nc3onc(C)c3C)cc2)c(C)o1	14%	7%	-2%	3.2%	-2%	inhibitors of VEEV 10K pilot screen=1.3
CC(OC(=O)c1cc(=O)[nH]c2ccccc12)C(=O)Nc1ccc(Cl)cn1 (centres undefined)	3%	0%	nt	2.0%	-3%
O=Cc1ccc(-c2ccc(Cl)cc2Cl)[nH]1	i	2%	-13%	1.3%	>100µM*
CCC(C(=O)n1cccc1C#N)c1ccccc1C (centres undefined)	19%	-2%	nt	i	-5%

2 compounds picked at random from the list so far, as already listed:
SMILES	tuberculosis growth	influenza NS1A	PhoP GFP inhibition	inhibitors of VEEV	H37Rv inhibition	others
O=C(c1ccc(NS(=O)(=O)c2ccccc2)cc1)N1CCOCC1	-4%	-10%	-11%	i	3%
CC(C)NC(=O)CSc1nc2[nH]ncc2c(=O)[nH]1	8%	-11%	-7%	i	-12%

Going on with the list:
SMILES	tuberculosis growth	influenza NS1A	PhoP GFP inhibition	inhibitors of VEEV	H37Rv inhibition	others
COc1cc(C(=O)Oc2ccc3c(c2)OCC3=O)cc(OC)c1OC	34%	-1%	1%	0.8%	-1%
O=C(Nc1cccc(F)c1)Nc1ccnn1C1CCN(C(=O)c2ccccn2)CC1	4%	-8%	-10%	1.8%	-2%
O=S(=O)(CC(CN1CCOCC1)N1CCOCC1)c1ccccc1 (centres undefined)	6%	-5%	-7%	1.1%	4%
Cc1ccc(S(=O)(=O)N2CCC(C(=O)Nc3ccccc3N3CCCCC3)CC2)cc1C	-6%	-3%	7%	i	-9%
CC(C)CCNC(=O)CCS(=O)(=O)c1cccc2nonc12	11%	7%	-4%	5.6%	-8%
O=S(=O)(NCCSc1ccccc1)c1ccc(F)cc1	14%	14%	0%	i	5%
Cc1cccc(C2NC(c3cccc(C)c3)C([N+](=O)[O-])C(C)(C)C2[N+](=O)[O-])c1 (centres undefined)	-2%	-1%	2%	3.0%	-7%
CN(C)CCn1c(=S)[nH]c2ccccc2c1=O	9%	-6%	-12%	0.9%	0%
O=C(COc1ccc(Cl)cc1)NCc1nnc(SCC(=O)NC2CCCC2)o1	?	6%	-9%	0.3%	-9%
O=C1NC[C@H](CC2CCCCC2)N(CCc2cccc(F)c2)C1=O	7%	1%	-6%	i	2%
COc1cccc(CN(C)CC(=O)Nc2ccccc2C(=O)NC2CC2)c1	6%	-9%	nt	6.7%	1%
Cc1nn(CC(=O)NCCCN2CCN(C)CC2)c(=O)c2cc(-c3ccccc3)nn12	-6%	8%	2%	2.0%	-9%
COc1ccc(CNC(=O)Cc2csc(Nc3nc(=S)[nH]c4ccccc34)n2)cc1	-18%	-20%	0%	3.2%	54%
COc1ccc(OCC(=O)NCc2cccnc2)cc1	18%	-1%	-11%	i	12%
C#CCSc1nnc(-c2ccccc2)c(=O)[nH]1	nt	2%	1%	i	3%
CN(C)c1oc(-c2ccco2)nc1C#N	-12%	-1%	-14%	2.5%	1%
COc1ccc(CCn2c(N3CCN(C)CC3)nc3c2c(=O)[nH]c(=O)n3C)cc1	4%	7%	-3%	0.2%	14%
O=C(NC1CCCc2ccccc21)c1cccc(Br)c1 (centres undefined)	33%	-5%	-8%	i	10%
CCN(CC)C(=O)COc1coc(CN2CCN(c3cccc(Cl)c3)CC2)cc1=O	3%	-4%	-2%	i	-5%
COC(=O)C1=C(C)N(c2ccc(F)cc2)C(=O)C1	21%	3%	3%	0.8%	-8%
Cc1cc(C(=O)NCc2cc(C(=O)O)oc2C)c(C)o1	5%	5%	6%	0.0%	0%
Cc1ccc(NC(=O)CNCc2ccccc2)c(Br)c1	22%	9%	20%	1.9%	1%
CC[C@@H](C)[C@H](NC(=O)Cc1c(C)c2c(cc(C)c3c(C)c(C)oc32)oc1=O)C(=O)O	-3%	-8%	-3%	0.1%	6%
CCOc1ccccc1CNC(=O)Cn1ccc2cc(S(=O)(=O)N3CCCC3)ccc21	26%	6%	3%	0.8%	-2%
CSc1ccc(C(c2c(O)c3ccccc3oc2=O)c2c(C)n(C)n(-c3ccccc3)c2=O)cc1 (centres undefined)	15%	13%	-19%	0.7%	-10%
